PAX8 inh HTS: inhibitors of PAX8-driven TPO luciferase reporter, primary screen, RMG-I cells, single concentration. inhibition, % at 12.6 µM. SteadyGlo, 24 h. 360,000 tested, 1.2% active. AID 652154, 2013;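 active means mean replicate inhibition at least 60% with every replicate also reaching 60%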;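 further: luciferase light reporting Pax8 driven TPO promoter activity; plate controls were median of neutral control wells for no effect and mitoxantrone controls for full effect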
ARNT TACC3 PPI: disruptors of ARNT/TACC3 protein interaction, primary screen, biochemical, AlphaScreen, single concentration; Transforming acidic coiled-coil-containing protein 3 (Homo sapiens), Q9Y6A5; AID 623870, 2012; inhibition, % at 9.99 µM; AlphaScreen His-ARNT PAS-B/GST-TACC3 binding, luminescence; TACC3 fragment carries E629A point mutation; 390,000 tested, 0.66% active;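 active means mean inhibition of replicates at least 50% and at least half of replicates each reaching 50%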;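 further: 0% = complete ARNT plus TACC3 wells and 100% = ARNT alone without TACC3; many hits fall short of the cut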
Active calls of the source: *. A portion of the library; rates above refer to the full screens.

SMILES | PAX8 inh HTS | ARNT TACC3 PPI
CCn1c(O)c(/C=N/N=C/c2ccccc2)c2ccc(C3=NNC(=O)CC3)cc21 | -12 | 2
O=C(N/N=C\c1ccc(F)cc1)c1cc(OCC(F)(F)F)ccc1OCC(F)(F)F | -8 | -4
Cc1c(C(=O)NCCCN2CCCC2=O)oc2ccc(S(=O)(=O)N3CCOCC3)cc12 | 10 | 3
C=C(C)Cn1c(=S)[nH]c2ccccc2c1=O | -23 | -7
CC(C)(C)CC(=O)Nc1ccc(C(N)=O)cc1 | -17 | -8
Cc1ccc(S(=O)(=O)NC(=O)Nc2nnc(C3CC3)s2)cc1 | -8 | -3
CCOC(=O)N1CCC(Nc2c(NCCCN3CCN(CC)CC3)c(=O)c2=O)CC1 | 2 | -9
OCCN1CN=C(Nc2nc3ccccc3s2)NC1 | 6 | 0
CCC1CC(C)(C(=O)Nc2ccc(S(N)(=O)=O)cc2)OC1=O (stereo unspecified) | 9 | -4
CCc1cc(C(=O)Cc2nc3ccccc3[nH]2)c(O)cc1O | -59 | -3
Cc1cc(=O)oc(C)c1C(=O)Nc1ccc(Cl)cn1 | -6 | -6
CCOC(=O)CSc1nc2cc(C)ccc2cc1C#N | -195 | -2
O=C(Nc1nc(=S)ss1)c1ccc(Cl)cc1Cl | -5 | -4
Cc1[nH]nc(SCC(=O)N2CCCCC2)c1[N+](=O)[O-] | -39 | -2
CC(C)c1ccc(NC(=O)C2CC(=O)N=C(N)S2)cc1 (stereo unspecified) | -14 | -6
O=P(OC1CCS(=O)(=O)C1)(c1ccccc1)c1ccccc1 (stereo unspecified) | -6 | -2
Cc1ccc(C(=O)/C=C/c2ccccc2)o1 | -45 | -21
CS(=O)(=O)n1nc(OC(=O)c2cccc3ccccc23)cc1N | -15 | 11
Nc1c(C(=O)NCc2ccc3c(c2)OCO3)nnn1-c1ccc(OC(F)(F)F)cc1 | 11 | 3
CC(C)CN(C(=O)COC(=O)c1cc2c(s1)CCC2)C1CCS(=O)(=O)C1 (stereo unspecified) | 4 | 1
O=C1c2ccccc2C(=O)N1OCCOCCOCCON1C(=O)c2ccccc2C1=O | -17 | 14
O=C(Nc1nnc(CC(=O)N2CCOCC2)s1)C1COc2ccccc2O1 (stereo unspecified) | -7 | -1
O=C(c1ccccc1)c1cccc(NC(=O)C2CC2)c1 | -5 | 1
CCC(C)(C)NC(=O)c1cc(C(=O)OC)cc([N+](=O)[O-])c1 | -7 | -4
CCSc1nsc(SCC)c1C(N)=O | 4 | 0
Cc1nc(CCN2C(=O)c3ccccc3C2=O)cs1 | -12 | -10
CCOc1ccccc1NC(=O)CSc1nnc(CNC(=O)c2ccco2)o1 | -3 | -10
Cc1c(C(=O)OCC(=O)c2ccc3c(c2)OCCO3)oc2ccccc12 | -79 | -10
Fc1cccc(-c2oncc2-c2nnnn2-c2ccc(Cl)cc2)c1 | 17 | -3
Cc1ccccc1N(CC(=O)N1CCN(c2ccccc2)CC1)S(C)(=O)=O | -17 | -4
COc1cc(S(=O)(=O)N2CCCCCC2)ccc1Cl | -3 | -4
COc1ccccc1NC(=O)CSc1nnc(-c2ccoc2C)n1CC1CCCO1 (stereo unspecified) | 6 | -4
O=C(CSc1nnc(COc2ccc(Cl)cc2)n1Cc1ccco1)c1ccccc1F | -3 | -7
NC(=S)Nc1cc2ccccc2c2ccccc12 | 5 | -4
[O-][N+]1=C(c2cccs2)CN(O)C1 | -13 | -7
Cc1ccc(OCCN2C(=O)CSC2=O)cc1 | -31 | -3
CCOc1ccccc1C(=O)N1CCN=C1SCc1cccnc1 | 11 | -2
Cc1nnc(SCC(=O)NC(=O)NC(C)(C)C)n1N | 0 | -12
N#Cc1cc2c(nc1SCC(=O)Nc1sc3c(c1C#N)CCC3)CCCCCC2 | -2 | -2
COC(=O)CSc1nnc(-c2ccccc2O)n1-c1ccc(C)cc1 | -6 | 1
CCc1nc2ccccc2n1CC(=O)N1CCN(S(=O)(=O)c2cccc(C(F)(F)F)c2)CC1 | 14 | 2
CCCCn1nnnc1SCC(=O)NCc1ccco1 | -5 | 2
COc1ccc2[nH]c(=O)c(CN(Cc3cccs3)S(=O)(=O)c3c(C)ccc4nsnc34)cc2c1 | 30 | 2
Cc1cc(C(=O)NCc2cc(C(=O)O)oc2C)c(C)o1 | -12 | -2
CC(=O)NC1CC(C)(C)N(OC(C)=O)C(C)(C)C1 | 0 | -4

Brought forward from above: 5 compounds; new compounds follow.
SMILES | PAX8 inh HTS | ARNT TACC3 PPI
CCc1nc2ccccc2n1CC(=O)N1CCN(S(=O)(=O)c2cccc(C(F)(F)F)c2)CC1 | 14 | 2
CCCCn1nnnc1SCC(=O)NCc1ccco1 | -5 | 2
COc1ccc2[nH]c(=O)c(CN(Cc3cccs3)S(=O)(=O)c3c(C)ccc4nsnc34)cc2c1 | 30 | 2
Cc1cc(C(=O)NCc2cc(C(=O)O)oc2C)c(C)o1 | -12 | -2
CC(=O)NC1CC(C)(C)N(OC(C)=O)C(C)(C)C1 | 0 | -4
CCOc1ccccc1CNC(=O)c1cc2oc3ccccc3c2n1CC | 23 | 0
CC1(C)CC(=S)Nc2ccccc2S1 | 19 | -1
CCN=c1scc(C)n1/N=C/c1ccc(O)c(O)c1O | -15 | 79*
CC(C)(C)c1cc(CNC2CS(=O)(=O)C[C@@H]2O)cc(C(C)(C)C)c1O (stereo partly specified) | 1 | -2
O=C(CN1C(=O)C2CC=CCC2C1=O)Nc1nnc(SCc2ccc(F)cc2)s1 (stereo unspecified) | -6 | -12
CCCOC(=O)CCn1c(=S)oc2ccccc21 | -1 | -3
Cc1[nH]ccc(=O)c1OCc1c(Cl)cccc1Cl | -2 | -1
CC(C)c1nnc(SCC(=O)NCc2ccc3c(c2)OCO3)n1C | 11 | 3
Clc1ccc(/C=N/Nc2nc(Cl)nc3ccccc23)cc1 | -76 | 12
CN1CCN(C(=O)c2cc3ccccc3oc2=O)CC1 | 12 | -4
O=S(=O)(NCc1ccccn1)c1ccc(Br)s1 | -3 | 7
O=C(NCCCN1CCc2ccccc2C1)Nc1ccc(Br)cc1 | -17 | -1
CCOc1cc(CNc2ccccc2)cc(Br)c1OCc1ccc(F)cc1 | 17 | 0
O=C(NNS(=O)(=O)c1ccccc1)C1CCN(S(=O)(=O)c2ccc(Cl)cc2)CC1 | 13 | -5
COc1ccc(C2=CC(c3ccc(Cl)cc3)n3cnnc3N2)cc1OC (stereo unspecified) | -95 | -4
Cc1ccc(-c2nc3ncccn3c2NC2CCCCC2)o1 | -14 | -14
Cc1ccc(-c2nnc(N3CCN(C(=O)c4ccco4)CC3)c3ccccc23)cc1 | 33 | 5
COc1cc(/C=N/NC(=O)CSCc2ccc([N+](=O)[O-])cc2)cc(OC)c1OC | -1 | 4
O=C(c1ccco1)N(Cc1ccc([N+](=O)[O-])cc1)c1ccc(Br)cc1 | 4 | 4
CCn1cc(C(=O)Nc2cccc(NC(C)=O)c2)c2cc(OC)c(OC)cc2c1=O | -20 | -1
CCOC(=O)/C(C#N)=C\c1ccc2c(c1)OCO2 | 14 | 9
Cc1nn(CC(=O)Nc2ccccc2)c(=O)c2ccccc12 | 10 | 27
Cn1c(=O)[nH]c(=O)c2c1nc(N1CCNCC1)n2Cc1cccc2ccccc12 | -2 | 5
Clc1ccc(Cl)c2sc(N3CCCC3)nc12 | -38 | -2
CCCC(=O)Nc1ccc2c(c1)nc1n2CCSC1 | -25 | -8
C=CCN1C(=O)NC2(CCCCC2)C1=O | 6 | 3
Cc1ccc(OCC(=O)NCc2cccs2)cc1 | -27 | -8
COc1ccccc1NC(=O)C(CC=C(Cl)Cl)C(C)=O (stereo unspecified) | -1 | -22
CCCCOc1ccc(C(=O)OC2CC(C)N(C)CC2C)cc1 (stereo unspecified) | 4 | 1
O=C(O)CCCc1nc(-c2ccccc2)no1 | -5 | -2
O=C(N/C(=C/c1ccc2c(c1)OCO2)C(=O)N1CCOCC1)c1cccs1 | -15 | -11
CCc1nnc(NC(=O)c2nc3nccc(C)n3n2)s1 | 14 | 6
CN(C(=O)c1ccncc1)c1nnc(-c2ccccn2)s1 | -58 | 16
O=C1CCCN1CN(C(=O)c1ccccc1)c1ccc(F)cc1 | -5 | -2
CC1(C)OC(=O)CC1C(=O)NCc1ccccc1 (stereo unspecified) | 8 | -6
Cc1c(-c2ccccc2)sc(N)c1C(=O)N1CCOCC1 | -17 | 3
CCCc1nc2ccccc2[nH]1 | 5 | 0
Cc1cc(C)cc(OCC(=O)NC2=NCCS2)c1 | -5 | -2
Cc1nn(CCC(=O)NNC(=S)Nc2ccc(Cl)cc2)c(C)c1[N+](=O)[O-] | 18 | 13
CC1=CC(C)C2(CO)COC(c3ccccc3O)C1C2C (stereo unspecified) | -9 | 6
O=C(Cn1cnc2ccccc2c1=O)N1CCN(Cc2ccccc2)CC1 | 18 | 0
O=C(O)CSCc1nc2ccccc2s1 | 2 | -2
Cc1cc(C)c2c(=O)n(-c3ccccc3)[nH]c2n1 | -36 | 3
CS(=O)(=O)c1sc2nc(-c3ccccc3)cc(-c3ccccc3)c2c1N | 6 | -32
Cc1ccccc1NC(=S)NC(NC(=O)C(C)(C)C)C(Cl)(Cl)Cl (stereo unspecified) | 14 | -7
COC(=O)C(NC(=O)c1ccco1)(Nc1cc(C)ccn1)C(F)(F)F (stereo unspecified) | -16 | -1
CCOC(=O)c1sc(N/N=C/c2cccc(C)c2)nc1C | -108 | -12
Cc1noc(C)c1S(=O)(=O)N1CCC(Cc2ccccc2)CC1 | 6 | -1
CC(C)CC(=O)Nc1ccc(OCC(=O)O)cc1 | 5 | -5
O=C(NC1CCCCC1)N(Cc1nc2ccccc2c(=O)[nH]1)C1CCCC1 | 13 | 2
Cc1ccc(S(=O)(=O)N(C)CC(=O)NC2CC(C)(C)NC(C)(C)C2)cc1 | 17 | -2
CCNC(=O)CCn1nc(-c2ccc(Cl)cc2)c2ccccc2c1=O | 0 | -2
COC(=O)CSc1nnc(CSc2nc(C)cc(C)n2)n1Cc1ccco1 | 15 | -12
COc1cc(C)ccc1NC(=O)c1ccc(S(=O)(=O)N2CCOCC2)cc1 | -17 | -1

Rewritten with two lines to a compound: 24 of the compounds above
Under each structure – PAX8 inh HTS, ARNT TACC3 PPI
> COc1ccccc1NC(=O)C(CC=C(Cl)Cl)C(C)=O (stereo unspecified)
  -1, -22
> CCCCOc1ccc(C(=O)OC2CC(C)N(C)CC2C)cc1 (stereo unspecified)
  4, 1
> O=C(O)CCCc1nc(-c2ccccc2)no1
  -5, -2
> O=C(N/C(=C/c1ccc2c(c1)OCO2)C(=O)N1CCOCC1)c1cccs1
  -15, -11
> CCc1nnc(NC(=O)c2nc3nccc(C)n3n2)s1
  14, 6
> CN(C(=O)c1ccncc1)c1nnc(-c2ccccn2)s1
  -58, 16
> O=C1CCCN1CN(C(=O)c1ccccc1)c1ccc(F)cc1
  -5, -2
> CC1(C)OC(=O)CC1C(=O)NCc1ccccc1 (stereo unspecified)
  8, -6
> Cc1c(-c2ccccc2)sc(N)c1C(=O)N1CCOCC1
  -17, 3
> CCCc1nc2ccccc2[nH]1
  5, 0
> Cc1cc(C)cc(OCC(=O)NC2=NCCS2)c1
  -5, -2
> Cc1nn(CCC(=O)NNC(=S)Nc2ccc(Cl)cc2)c(C)c1[N+](=O)[O-]
  18, 13
> CC1=CC(C)C2(CO)COC(c3ccccc3O)C1C2C (stereo unspecified)
  -9, 6
> O=C(Cn1cnc2ccccc2c1=O)N1CCN(Cc2ccccc2)CC1
  18, 0
> O=C(O)CSCc1nc2ccccc2s1
  2, -2
> Cc1cc(C)c2c(=O)n(-c3ccccc3)[nH]c2n1
  -36, 3
> CS(=O)(=O)c1sc2nc(-c3ccccc3)cc(-c3ccccc3)c2c1N
  6, -32
> Cc1ccccc1NC(=S)NC(NC(=O)C(C)(C)C)C(Cl)(Cl)Cl (stereo unspecified)
  14, -7
> COC(=O)C(NC(=O)c1ccco1)(Nc1cc(C)ccn1)C(F)(F)F (stereo unspecified)
  -16, -1
> CCOC(=O)c1sc(N/N=C/c2cccc(C)c2)nc1C
  -108, -12
> Cc1noc(C)c1S(=O)(=O)N1CCC(Cc2ccccc2)CC1
  6, -1
> CC(C)CC(=O)Nc1ccc(OCC(=O)O)cc1
  5, -5
> O=C(NC1CCCCC1)N(Cc1nc2ccccc2c(=O)[nH]1)C1CCCC1
  13, 2
> Cc1ccc(S(=O)(=O)N(C)CC(=O)NC2CC(C)(C)NC(C)(C)C2)cc1
  17, -2

Compound activity (PubChem BioAssay)
